WT yeast gro inh – growth inhibition of WT yeast, mitochondrial fusion screen; mitochondrial fusion phenotypic screen, WT strain; 190,000 compounds, 2.1% hits; inhibition, % at 10 µM; AID 1362; in the data active = inhibition above about 58%; tested in S. cerevisiae
UTI89 phage lysis – inhibition of K1F phage lysis, E. coli UTI89, bacterial capsule biogenesis inhibitors, alamar blue (AID 488966). E. coli UTI89 K1F phage lysis, alamar blue, 2 h; higher % means a stronger effect. one-dose inhibition, % at 100 µM; IC50 in µM for titrated hits. 340,000 compounds, 0.02% hits;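 active = phage lysis inhibition, versus mean bacterial control, above a set limit; inconclusive = no clear call, values can overlap the other calls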;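 also: capsule biogenesis inhibitors block K1F phage lysis so surviving cells raise fluorescence; higher fluorescence means more inhibition of phage lysis; actives were called in the ten point dose series up to 300 µM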
AID2073 – inhibitors of Mint1-CaV2.2 protein interaction, biochemical, HTRF (AID 2073) | HTRF protein-protein interaction, Mint1-CaV2.2; higher % means a stronger effect | inhibition, % at 20 µM; hits with a dose series show IC50 in µM | 290,000 compounds, 0.19% hits; in the data active = inhibition mostly above about 51%, no sharp cut-off; inconclusive = no clear call, values can overlap the other calls; inactive = mostly below about 53%; also: some results filed as inactive read as strong as hits
NTR1 agonist – NTR1-driven beta-arrestin-GFP spot formation – imaging, U2OS cells, high content, primary screen (AID 493036); P30989; agonist mode; activation, % at 20 µM; 330,000 compounds, 0.17% hits;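 active = activation at or above 40% of the spot to cytoplasm intensity ratio, with at least 20 cells analyzed; inconclusive = wells under 20 cells, flagged as cytotoxic or low count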;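 also: 0% = DMSO without peptide and 100% = 100 nM NTR1 peptide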
Target sequence (P30989 whole entry, looked up): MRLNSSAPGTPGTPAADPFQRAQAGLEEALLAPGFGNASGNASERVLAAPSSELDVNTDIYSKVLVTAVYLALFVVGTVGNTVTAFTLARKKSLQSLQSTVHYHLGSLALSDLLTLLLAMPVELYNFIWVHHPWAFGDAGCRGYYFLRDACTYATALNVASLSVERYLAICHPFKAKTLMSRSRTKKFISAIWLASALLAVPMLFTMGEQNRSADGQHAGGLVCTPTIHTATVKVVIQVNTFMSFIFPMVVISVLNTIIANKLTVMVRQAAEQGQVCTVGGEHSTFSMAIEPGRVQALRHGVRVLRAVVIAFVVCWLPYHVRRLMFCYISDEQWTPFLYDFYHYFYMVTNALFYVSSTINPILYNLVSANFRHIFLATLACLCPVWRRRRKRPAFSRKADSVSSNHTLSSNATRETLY
RSV CPE inhibition – inhibition of RSV-induced cytopathic effect – HEp-2 cells, primary 10 µM value included (AID 2391); HEp-2 cells, RSV-induced CPE inhibition; higher % means a stronger effect; CPE inhibition, % at 10 µM, or IC50 in µM where a hit was titrated; 310,000 compounds, 0.13% hits; in the data active = a potency from the dose series; inconclusive = CPE inhibition mostly from about 23% at the one dose, without a potency; inactive = the rest, 99 in 100 with CPE inhibition below about 21%; also: strong numbers were not always called active
LYP inhibition – PTPN22 lymphoid phosphatase activity blockers – biochemical, fluorescence intensity, uHTS (AID 1779). recombinant LYP phosphatase, fluorescence intensity; higher % means a stronger effect. inhibition, % at 11.5 µM; hits with a dose series show IC50 in µM. 290,000 compounds, 0.054% hits; in the data active = inhibition above about 50%;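 also: plate controls were vehicle with enzyme for no effect and no enzyme for full effect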
Autophagy HCS – modulators of autophagy | 190,000 compounds, 0.98% hits | MEF GFP-LC3 puncta imaging; test concentration mostly 10 µM | calls only at 10 µM (by protocol);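 active = percentage of spot-positive cells more than 3 SD above its plate mean, without a fluorescence outlier flag or 80% toxicity; inconclusive = no clear call, values can overlap the other calls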;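 also: spot-positive cell cutoff set from DMSO-treated cells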
GPR35 antagonists – GPR35 antagonists blocking zaprinast-driven arrestin recruitment, primary screen, imaging, U2OS, beta-arrestin-GFP, zaprinast agonist (AID 2058); U2OS GPR35 beta-arrestin-GFP translocation imaging, zaprinast antagonism; higher % means a stronger effect; inhibition, % at 10 µM, or IC50 in µM where a hit was titrated; 290,000 compounds, 0.052% hits;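 active = inhibition of at least 50% with at least 30 cells and total cytoplasm GFP at most 10,000,000; inconclusive = under 30 cells or total GFP of 10,000,000 plus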
Dengue-2 NS5 capping – flavivirus cap methylation enzyme inhibition – biochemical, confirmation dose response, primary screen (AID 588689); Dengue-2 NS5 methyltransferase capping enzyme assay, biochemical; higher % means a stronger effect; inhibition, % at 25 µM; hits with a dose series show IC50 in µM; 340,000 compounds, 0.3% hits; in the data active = a potency from the dose series; inconclusive = inhibition above about 29% without an active follow-up result
WT yeast gro inh mutant strain – recorded beside WT yeast gro inh, whose call it bears; inhibition, %; mitochondrial fusion phenotypic screen, mutant strain inhibition
Autophagy HCS cell loss 18 h – recorded beside Autophagy HCS, whose call it bears; toxicity, %; measured here: cell loss, nuclei count;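 cell loss after 18 h compound exposure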
NTR1 agonist cell count 20 µM – also measured in NTR1 agonist; calls as there; cell count; measured here: cell count, cytotoxicity flag
Dengue-2 NS5 capping pilot replicate – second read-out of Dengue-2 NS5 capping, no call of its own (marks repeat the call); inhibition, %; measured here: pilot screen replicate inhibition
* hit, by the source's call; [ ] = dose if it differs, or a comment.

Screening CCOc1ccc(CCNC(=O)CN2C(=O)NC3(CCCC3)C2=O)cc1OCC returned UTI89 phage lysis 0.1%, AID2073 -9%, NTR1 agonist 0.0, RSV CPE inhibition 1.8%, LYP inhibition -2%, GPR35 antagonists -10%, Dengue-2 NS5 capping -3% and NTR1 agonist cell count 20 µM 57.
COc1cc(OC)cc(Oc2ccc(S(=O)(=O)N3CCCCC3)cc2[N+](=O)[O-])c1 was read as UTI89 phage lysis 0.2%, AID2073 10%, NTR1 agonist 8.1, RSV CPE inhibition 17%, LYP inhibition -3%, GPR35 antagonists 4%, Dengue-2 NS5 capping -1% and NTR1 agonist cell count 20 µM 59.
`CC(C)c1cc(CN2CCN(C3CCCC3)C(CCO)C2)[nH]n1` (stereo not given) gave WT yeast gro inh 19, UTI89 phage lysis 0.1%, AID2073 -12%, NTR1 agonist 0.6, RSV CPE inhibition -0.4%, LYP inhibition -5%, Autophagy HCS inactive, GPR35 antagonists 2%, Dengue-2 NS5 capping -5%, WT yeast gro inh mutant strain -3, Autophagy HCS cell loss 18 h 2 and NTR1 agonist cell count 20 µM 51.
`Cc1cc(C)cc(N(CC(=O)N2CCc3ccccc32)S(=O)(=O)c2c(C)noc2C)c1` gave WT yeast gro inh 15, UTI89 phage lysis -1.2%, AID2073 -4%, NTR1 agonist -0.3, RSV CPE inhibition 3.2%, LYP inhibition -9%, Autophagy HCS inactive, GPR35 antagonists 20%, Dengue-2 NS5 capping -3%, WT yeast gro inh mutant strain -2, Autophagy HCS cell loss 18 h 2 and NTR1 agonist cell count 20 µM 51.
CCOc1cc(/C=C\[N+](=O)[O-])ccc1OCC(=O)N1CCOCC1 was read as WT yeast gro inh 0, UTI89 phage lysis -0.2%, AID2073 9.9µM*, NTR1 agonist 20, RSV CPE inhibition 11%, LYP inhibition -5%, Autophagy HCS inactive, GPR35 antagonists -22%, Dengue-2 NS5 capping -4%, WT yeast gro inh mutant strain -1, Autophagy HCS cell loss 18 h -9 and NTR1 agonist cell count 20 µM 59.
OCC1(CO)COC(/C=C/c2ccccc2)=N1 was read as UTI89 phage lysis 0.2%, AID2073 19%, NTR1 agonist 0.2, RSV CPE inhibition -1.1%, LYP inhibition -4%, GPR35 antagonists -7%, Dengue-2 NS5 capping 0%, NTR1 agonist cell count 20 µM 54 and Dengue-2 NS5 capping pilot replicate 2.1.
`COc1ccccc1Nc1cc(C)nc2c(C)ccc([N+](=O)[O-])c12` gave WT yeast gro inh 26, UTI89 phage lysis 2.5%, AID2073 -1%, NTR1 agonist 4.6, RSV CPE inhibition 6.9%, LYP inhibition -2%, Autophagy HCS inactive, GPR35 antagonists 0%, Dengue-2 NS5 capping -1%, WT yeast gro inh mutant strain 28, Autophagy HCS cell loss 18 h 3 and NTR1 agonist cell count 20 µM 61.
Screening C=CCc1cccc(/C=N/n2cnnc2)c1O returned WT yeast gro inh 1, UTI89 phage lysis 0.3%, AID2073 3%, NTR1 agonist -0.1, RSV CPE inhibition 2.6%, LYP inhibition 1%, Autophagy HCS inactive, GPR35 antagonists 18%, Dengue-2 NS5 capping inconclusive, WT yeast gro inh mutant strain -25, Autophagy HCS cell loss 18 h -10 and NTR1 agonist cell count 20 µM 81.
For CCn1c(C)nnc1SCC(=O)NC1CCCCCC1 the results were UTI89 phage lysis 0.3%, AID2073 16%, NTR1 agonist 0.3, RSV CPE inhibition 1.3%, LYP inhibition 7%, GPR35 antagonists -4%, Dengue-2 NS5 capping 5% and NTR1 agonist cell count 20 µM 54.
`CCOC(=O)C1CCCCN1Cc1cccc(OC)c1OC` (stereo not given) gave WT yeast gro inh -6, UTI89 phage lysis 0.2%, AID2073 9%, NTR1 agonist 0.0, RSV CPE inhibition -0.2%, LYP inhibition -3%, Autophagy HCS inactive, GPR35 antagonists -8%, Dengue-2 NS5 capping 1%, WT yeast gro inh mutant strain -3, Autophagy HCS cell loss 18 h 10 and NTR1 agonist cell count 20 µM 46.
`CCN(CC)CC(O)CN1c2ccccc2Sc2ccccc21` (stereo not given) gave UTI89 phage lysis 1.1%, AID2073 2%, NTR1 agonist -3.1, RSV CPE inhibition 0.1%, LYP inhibition -4%, GPR35 antagonists 3%, Dengue-2 NS5 capping -5% and NTR1 agonist cell count 20 µM 64.
For O=C(c1cc(C(=O)N2CCOCC2)c2nc3ccccc3n2c1)c1ccccc1O the results were UTI89 phage lysis -0.2%[50 µM], AID2073 14%, NTR1 agonist -0.8, RSV CPE inhibition 1.3%, LYP inhibition -8%, GPR35 antagonists 5% and NTR1 agonist cell count 20 µM 55.
For O=C(CC1(O)C(=O)N(C/C=C/c2ccccc2)c2ccccc21)c1ccccn1 (stereo not given) the results were WT yeast gro inh 7, UTI89 phage lysis 1.8%, AID2073 0%, NTR1 agonist 3.2, RSV CPE inhibition 0.9%, LYP inhibition -1%, Autophagy HCS active, GPR35 antagonists 5%, Dengue-2 NS5 capping -10%, WT yeast gro inh mutant strain -12, Autophagy HCS cell loss 18 h 38* and NTR1 agonist cell count 20 µM 90.
Screening CCn1c(COC(=O)CNC(=O)c2ccccc2)nc2cc(S(=O)(=O)N(C)C)ccc21 returned UTI89 phage lysis 0.7%[50 µM], NTR1 agonist -0.5, RSV CPE inhibition -2.6%, Dengue-2 NS5 capping -8% and NTR1 agonist cell count 20 µM 50.
Screening C/C(=N\NC(=O)C1CCCN(S(=O)(=O)c2ccccc2)C1)c1ccccn1 (stereo not given) returned WT yeast gro inh 9, UTI89 phage lysis 0.3%, AID2073 6%, NTR1 agonist 0.0, RSV CPE inhibition 4.2%, LYP inhibition -8%, Autophagy HCS inactive, GPR35 antagonists 2%, Dengue-2 NS5 capping -9%, WT yeast gro inh mutant strain 8, Autophagy HCS cell loss 18 h 20 and NTR1 agonist cell count 20 µM 49.
For COC(=O)c1cc(S(=O)(=O)N2CCCCCC2)cn1C the results were UTI89 phage lysis -0.1%, AID2073 2%, NTR1 agonist -0.1, RSV CPE inhibition 2.1%, LYP inhibition -13%, GPR35 antagonists -2%, Dengue-2 NS5 capping 7% and NTR1 agonist cell count 20 µM 70.
COc1cc(NC(=O)COC(=O)CC(C)(C)C)c(C)cc1[N+](=O)[O-] was read as WT yeast gro inh 4, UTI89 phage lysis 2.1%, AID2073 4%, NTR1 agonist 2.5, RSV CPE inhibition 0.4%, LYP inhibition -5%, Autophagy HCS inactive, GPR35 antagonists 5%, Dengue-2 NS5 capping -5%, WT yeast gro inh mutant strain 7, Autophagy HCS cell loss 18 h -5 and NTR1 agonist cell count 20 µM 61.
Oc1ccccc1-c1nc(NC2CCCC2)c2ccccc2n1 was read as UTI89 phage lysis -0.1%, AID2073 32%, NTR1 agonist 20, RSV CPE inhibition inconclusive, LYP inhibition -4%, GPR35 antagonists 16%, Dengue-2 NS5 capping -4% and NTR1 agonist cell count 20 µM 56.
`COc1cccc(C(=O)Nc2ccccc2)c1` gave UTI89 phage lysis 4.6%, AID2073 -4%, NTR1 agonist -2.0, RSV CPE inhibition 2.2%, LYP inhibition -6%, Autophagy HCS inactive, GPR35 antagonists -2%, Dengue-2 NS5 capping -4%, Autophagy HCS cell loss 18 h 2 and NTR1 agonist cell count 20 µM 99.
`O=C(CNS(=O)(=O)c1cccc(C(F)(F)F)c1)Nc1ccccc1F` gave WT yeast gro inh 1, UTI89 phage lysis 1.6%, AID2073 -6%, NTR1 agonist 1.0, RSV CPE inhibition 0.5%, LYP inhibition 2%, Autophagy HCS inactive, GPR35 antagonists -16%, Dengue-2 NS5 capping 0%, WT yeast gro inh mutant strain -8, Autophagy HCS cell loss 18 h -2 and NTR1 agonist cell count 20 µM 66.
Screening Cc1cc(S(=O)(=O)Nc2c(NC3CCCCC3)c3ccccc3oc2=O)ccc1F returned UTI89 phage lysis -0.3%, AID2073 13%, NTR1 agonist 4.6, RSV CPE inhibition 1.3%, LYP inhibition 0%, GPR35 antagonists 4%, Dengue-2 NS5 capping -12% and NTR1 agonist cell count 20 µM 89.
CC(CCc1ccccc1)NC(=O)c1ccccc1F (stereo not given) was read as UTI89 phage lysis -0.3%, AID2073 1%, NTR1 agonist 2.4, RSV CPE inhibition -1.0%, LYP inhibition -11%, GPR35 antagonists 12%, Dengue-2 NS5 capping 2% and NTR1 agonist cell count 20 µM 52.
For CCCCCCCC(=O)NNC(=O)CC(=O)Nc1ccccc1C(=O)O the results were WT yeast gro inh 3, UTI89 phage lysis 0.1%, AID2073 0%, NTR1 agonist 0.9, RSV CPE inhibition 0.0%, LYP inhibition -3%, Autophagy HCS inactive, GPR35 antagonists 1%, Dengue-2 NS5 capping -6%, WT yeast gro inh mutant strain 12, Autophagy HCS cell loss 18 h 5 and NTR1 agonist cell count 20 µM 68.
COc1ccc(CNC(=O)c2[nH]c(C)c(C(C)=O)c2C)cc1 was read as UTI89 phage lysis 0.2%, AID2073 -3%, NTR1 agonist 0.9, RSV CPE inhibition 1.3%, LYP inhibition -5%, GPR35 antagonists 13%, Dengue-2 NS5 capping -17% and NTR1 agonist cell count 20 µM 68.
O=C(O)CCC(=O)N1CCN(c2cccc(Cl)c2)CC1 was read as WT yeast gro inh -12, UTI89 phage lysis 2.1%, AID2073 11%, NTR1 agonist -3.0, RSV CPE inhibition 0.5%, LYP inhibition -12%, Autophagy HCS inactive, GPR35 antagonists 13%, Dengue-2 NS5 capping -5%, WT yeast gro inh mutant strain -12, Autophagy HCS cell loss 18 h -5 and NTR1 agonist cell count 20 µM 69.
For O=C1C[C@@H](c2ccc(O)cc2)Oc2cc(O)cc(O)c21 the results were WT yeast gro inh -11, UTI89 phage lysis -0.3%, AID2073 1%, NTR1 agonist 1.6, RSV CPE inhibition -1.1%, LYP inhibition -6%, Autophagy HCS inactive, GPR35 antagonists -20%, Dengue-2 NS5 capping -6%, WT yeast gro inh mutant strain -10, Autophagy HCS cell loss 18 h 0 and NTR1 agonist cell count 20 µM 89.
Cc1ccc(-n2c(SCC(=O)N/N=C/c3ccccc3OCC(=O)O)nc3ccccc3c2=O)cc1 was read as UTI89 phage lysis 0.1%, AID2073 -1%, NTR1 agonist 0.7, RSV CPE inhibition -0.1%, LYP inhibition -2%, GPR35 antagonists -10%, Dengue-2 NS5 capping -1% and NTR1 agonist cell count 20 µM 54.
